Source: PubChem
PKA-R1A act – activates the PKA-R1A holoenzyme complex. actives 0.083% (n = 340,000). activation, % at 11.4 µM. PKA-R1A dissociation, Cy5-IP20 fluorescence polarization; scaled: DMSO 0%, 113 µM cGMP 100%. P00514+P68181;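 active = percent activation above the mean of all tested compounds plus 3 SD, cut at about 19% in these data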;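 note: higher means more PKAc released from R1A so a rise in polarization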
DAGLB inh – blocks human DAGLB lipase activity. AID 504411. actives 0.059% (n = 340,000). HEK293T DAGLB membrane lysate, EnzChek fluorogenic substrate. inhibition, % at 5.17 µM; in the data active = inhibition above about 34%;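 note: 0% = enzyme with vehicle and 100% = wells lacking enzyme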
PKA-R2B act – activators of human PKA-R2B complex. P22694+P31323. PKA-R2B holoenzyme dissociation, Cy5-IP20 fluorescence polarization; R2B truncated from residue 108, S112A mutant; 0% DMSO only, 100% 113 µM cGMP. activation, % at 11.4 µM. actives 0.079% (n = 340,000);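 active = activation above a cutoff set at the mean over all compounds plus 3 SD, cut at about 18% in these data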;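 note: higher means more holoenzyme dissociation and a rise in polarization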
Target sequence (P31323 whole entry, looked up, other chains not shown, the tested form may be a part): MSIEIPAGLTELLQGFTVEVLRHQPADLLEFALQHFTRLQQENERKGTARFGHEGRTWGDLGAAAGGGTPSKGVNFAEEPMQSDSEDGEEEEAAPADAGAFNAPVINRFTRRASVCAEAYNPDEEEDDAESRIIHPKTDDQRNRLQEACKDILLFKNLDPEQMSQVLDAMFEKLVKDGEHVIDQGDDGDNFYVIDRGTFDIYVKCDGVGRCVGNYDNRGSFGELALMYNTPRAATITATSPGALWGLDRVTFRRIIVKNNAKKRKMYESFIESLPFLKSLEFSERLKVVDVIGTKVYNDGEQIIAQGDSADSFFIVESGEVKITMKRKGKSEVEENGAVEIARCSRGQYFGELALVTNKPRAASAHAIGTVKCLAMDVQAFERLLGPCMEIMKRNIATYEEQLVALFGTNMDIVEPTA
MOR-DOR ag – OPRM1-OPRD1 heterodimerization agonism. P35372+P41143. cells, luminescence. activation, % at 9.3 µM. actives 0.3% (n = 340,000); in the data active = activation above about 18%;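 note: 0% = vehicle-treated cells and 100% = reference agonist; values of inactives mirror those of a sister screen read the other way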
DSG3 Ab inh – human desmoglein-3 autoantibody binding inhibition. binding (percent of control), % at 10 µM. actives 0.48% (n = 310,000). AID 588358. P32926. DSG3-coupled beads, scFv-anti-DSG3-GFP binding, flow cytometry; stronger effect = lower value;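 active = binding more than 3 SD below its plate's average and above zero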;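 note: hits lower antibody fragment binding to DSG3; some compounds called inactive have numbers as strong as hits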
V-ATPase pH – yeast V-ATPase proton transport regulation by pHLuorin | S. cerevisiae, pHLuorin cytosolic pH fluorescence | AID 504577 | actives 0.37% (n = 350,000) | response, % at 10 µM; in the data active = response mostly above about 7.3%, no sharp cut-off; inactive = mostly below about 5.4%; note: actives read high; inactives centre near 0; some compounds called inactive have numbers as strong as hits; reference of the scale not given here
HTR5A inv ag – HTR5A inverse agonism, opioid heterodimer counter-screen; P47898; HTR5A cell line, luminescence; inhibition, % at 9.3 µM; actives 0.083% (n = 340,000); AID 504634; in the data active = inhibition mostly above about 23%, no sharp cut-off; inactive = mostly below about 18%;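 note: 0% = cells with DMSO and 100% = no-cell wells with DMSO; some compounds called inactive have numbers as strong as hits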
Target sequence (P47898 whole entry, looked up): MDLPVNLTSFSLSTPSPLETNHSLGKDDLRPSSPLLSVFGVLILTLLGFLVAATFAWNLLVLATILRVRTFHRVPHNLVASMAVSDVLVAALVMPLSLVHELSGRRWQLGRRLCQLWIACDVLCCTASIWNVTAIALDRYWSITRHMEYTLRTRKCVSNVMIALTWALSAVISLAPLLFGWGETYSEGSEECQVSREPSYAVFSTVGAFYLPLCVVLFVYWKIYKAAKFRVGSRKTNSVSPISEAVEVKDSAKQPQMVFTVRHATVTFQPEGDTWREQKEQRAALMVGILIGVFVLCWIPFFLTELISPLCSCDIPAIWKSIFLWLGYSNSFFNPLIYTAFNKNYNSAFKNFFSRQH
Arr AP2 block – blocks beta-arrestin peptide binding to AP2 adaptin. FITC-arrestin peptide / GST-AP2 beads, flow cytometry; AP2 beta2 appendage carries R879A mutation. actives 0.31% (n = 340,000). inhibition, % at 10 µM;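 active = inhibition above a set limit, near 3 SD of compounds lacking own fluorescence, cut at about 54% in these data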;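 note: plate controls were DMSO wells for no effect and 5 µM unlabelled arrestin peptide for full effect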
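Material – GST-tagged AP2 beta2-adaptin appendage (R879A) on 4 µm glutathione beads · Probe or stimulus – fluorescein-tagged arrestin peptide at 50 nM final · Timing – 12 min plus 1 h, RT · Detection – bead flow cytometry, FITC channel · Read-out basis – inhibition as reduced fluorescein signal on beads, percent · Medium – PBS plus Tween 20 (0.05%) and BSA (0.1%)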
HTR5A ag ctr – HTR5A agonism, opioid heterodimer counter-screen; actives 0.61% (n = 340,000); P47898; AID 504692; HTR5A agonist assay, luminescence, cell-based; activation, % at 9.3 µM; in the data active = activation mostly above about 9.5%, no sharp cut-off; inactive = mostly below about 7.6%;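 note: 0% = cells with vehicle only and 100% = reference agonist; strong numbers were not always called active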
MOR-DOR inv ag – inverse agonist of human OPRM1-OPRD1 heterodimerization; P35372+P41143; cell-based MOR-DOR heterodimer luminescence, inverse agonism; inhibition, % at 9.3 µM; actives 0.21% (n = 340,000); AID 504357; in the data active = inhibition above about 22%, passing the limit was not always enough;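 note: 0% = cells with DMSO and 100% = wells without cells with DMSO; values of inactives mirror those of a sister screen read the other way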
Active calls of the source: *; nt = no result given.

1) O=C(Oc1c(Cl)cc(Cl)c2cccnc12)c1ccco1
2) Cc1cc(C)nc(-n2nc(C)cc2NC(=O)CNC(C)c2ccccc2)n1 (stereo unspecified)
3) Cc1cc(NCCCN2CCOCC2)n2c(nc3ccccc32)c1C#N
4) CSC1=NNC(c2ccc(C(C)(C)C)cc2)=NN1
5) CC1(c2ccc(Cl)cc2)NC(=O)N(CC(=O)Nc2ccc3c(c2)OCO3)C1=O (stereo unspecified)
6) CCC1CCCCN1S(=O)(=O)c1ccc(S(=O)(=O)N(Cc2cccs2)C2CC2)cc1 (stereo unspecified)
7) Cc1ccc(S(=O)(=O)N2CCN(C(=O)c3c(-c4ccccc4)noc3C)CC2)cc1
8) CNC(=O)C[C@H]1C(=O)N(c2ccc(Br)cc2)C[C@@H]1C

Compound	1	2	3	4	5	6	7	8
PKA-R1A act	3	3	4	12	-12	1	-8	5
DAGLB inh	2	0	1	1	1	-20	-1	0
PKA-R2B act	8	-10	-2	-4	-7	4	-7	4
MOR-DOR ag	4.5	-0.1	0.1	-0.3	nt	1.1	-1.3	nt
DSG3 Ab inh	116	nt	nt	111	110	108	nt	nt
V-ATPase pH	3	2	-3	-7	2	-1	-2	0
HTR5A inv ag	0	-17	-4	5	nt	-16	-5	nt
Arr AP2 block	-1	-5	5	29	nt	-3	25	nt
HTR5A ag ctr	26*	-2	0	7	nt	6	2	nt
MOR-DOR inv ag	-26	1	-1	2	nt	-7	8	nt

Complete entries as entered above.
Cc1ccc(S(=O)(=O)N2CCN(C(=O)c3c(-c4ccccc4)noc3C)CC2)cc1 is listed as PKA-R1A act = -8; DAGLB inh = -1; PKA-R2B act = -7; MOR-DOR ag = -1.3; DSG3 Ab inh = nt; V-ATPase pH = -2; HTR5A inv ag = -5; Arr AP2 block = 25; HTR5A ag ctr = 2; MOR-DOR inv ag = 8
CC1(c2ccc(Cl)cc2)NC(=O)N(CC(=O)Nc2ccc3c(c2)OCO3)C1=O (stereo unspecified) is listed as PKA-R1A act = -12; DAGLB inh = 1; PKA-R2B act = -7; MOR-DOR ag = nt; DSG3 Ab inh = 110; V-ATPase pH = 2; HTR5A inv ag = nt; Arr AP2 block = nt; HTR5A ag ctr = nt; MOR-DOR inv ag = nt

The list continues:
9) CCN(CC)CCOC(=O)CCc1cccc2ccccc12
10) CN(C(=O)COC(=O)c1nc(-c2ccccc2)n(-c2ccccc2)n1)C1CCS(=O)(=O)C1 (stereo unspecified)
11) O=C(CSC1=NCCS1)Nc1ccnc2ccccc12
12) O=C(Nc1cc(C(F)(F)F)ccc1N1CCOCC1)c1ccc(Cl)nc1
13) Cn1c(=O)c2c(ncn2CCC(=O)N/N=C/c2cccnc2)n(C)c1=O
14) COC(=O)C[C@@H]1C[C@H]2c3cc(NC(=O)C4CCC4)ccc3O[C@H]2[C@@H](CO)O1
15) CCOC(=O)N1CCN(Cc2nc(Cc3cccc(F)c3)no2)CC1
16) COc1ccc2cnn(CCOc3cc(C)ccc3C(C)C)c(=O)c2c1OC

Compound	9	10	11	12	13	14	15	16
PKA-R1A act	0	1	7	12	0	0	-6	0
DAGLB inh	-2	1	3	-1	-2	1	-5	-14
PKA-R2B act	-4	0	14	0	2	-1	-7	-7
MOR-DOR ag	0.4	-3.7	3.5	-2.1	-2.3	nt	-0.1	2.2
DSG3 Ab inh	97	nt	120	103	108	105	97	112
V-ATPase pH	0	3	0	1	-2	5	0	3
HTR5A inv ag	-11	-2	5	-11	-7	nt	1	-15
Arr AP2 block	-10	5	-1	-5	-2	nt	-20	3
HTR5A ag ctr	4	2	8	3	-3	nt	0	4
MOR-DOR inv ag	-2	19	-20	11	12	nt	0	-12

17) CC1=C(C(=O)OC(C)C)C(c2ccc3c(c2)OCO3)NC(=O)N1 (stereo unspecified)
18) C/C(=N/OCC(=O)NCCCCCCNC(=O)CO/N=C(/C)c1cccs1)c1cccs1
19) C/C(=N\N1C(=O)c2ccccc2NC1c1ccccc1)c1ccccc1O (stereo unspecified)
20) CN1/C(=C/C=C/c2n(C)c3cc([N+](=O)[O-])c([N+](=O)[O-])cc3[n+]2C)C(C)(C)c2ccccc21
21) Cc1ccc(NC(=O)C2CC(=O)N(Cc3ccccc3)C2)cc1S(=O)(=O)N1CCCCCC1 (stereo unspecified)
22) O=c1c(N2CCCCC2)coc2ccccc12
23) O=C(NCCN1CCN(C(=O)c2cccc(Br)c2)CC1)C(=O)NCc1ccccc1
24) COc1cc(NS(=O)(=O)c2ccc3c(c2)C(C)(C)C(=O)N3C)cc(OC)c1

Compound	17	18	19	20	21	22	23	24
PKA-R1A act	-5	-16	-5	2	-19	-2	-8	-5
DAGLB inh	-1	-1	-3	19	-3	-4	0	-8
PKA-R2B act	8	-2	7	8	-4	-4	-5	-8
MOR-DOR ag	-0.9	-0.4	-2.4	nt	-0.6	-1.0	-3.9	-3.0
DSG3 Ab inh	99	104	98	97	nt	101	101	116
V-ATPase pH	0	2	0	1	3	2	1	3
HTR5A inv ag	-2	-24	3	nt	9	28	9	6
Arr AP2 block	-3	4	-5	nt	3	-3	-6	-5
HTR5A ag ctr	0	7	-1	nt	3	-3	-4	-2
MOR-DOR inv ag	5	2	12	nt	3	5	20	15

Reprinted, nos. 23 to 24
23) O=C(NCCN1CCN(C(=O)c2cccc(Br)c2)CC1)C(=O)NCc1ccccc1
24) COc1cc(NS(=O)(=O)c2ccc3c(c2)C(C)(C)C(=O)N3C)cc(OC)c1

Compound	23	24
PKA-R1A act	-8	-5
DAGLB inh	0	-8
PKA-R2B act	-5	-8
MOR-DOR ag	-3.9	-3.0
DSG3 Ab inh	101	116
V-ATPase pH	1	3
HTR5A inv ag	9	6
Arr AP2 block	-6	-5
HTR5A ag ctr	-4	-2
MOR-DOR inv ag	20	15

(further entries)
25) CN1C(C(=O)Nc2ccc(C(=O)O)cc2)=C(O)c2ccccc2S1(=O)=O
26) COC(=O)c1sc(NC(=O)c2oc3ccccc3c2C)nc1C
27) c1ccc2c(-c3c[nH]c4ccccc34)c3ccccc3nc2c1
28) COc1ccc(N(C(=O)Nc2ccc(Cl)cc2)C2=NCCC2)cc1
29) CCCCN(CC)CCNC(=O)c1cc2c(-c3ccc(Cl)cc3)nn(C)c2s1
30) O=C1C2CC(O)CN2C(=O)N1c1ccccc1 (stereo unspecified)
31) CCNC(=O)NC(=O)C(C)OC(=O)c1oc2ccc(OCC)cc2c1C (stereo unspecified)
32) CNC(=O)NC(=O)C(C)N1CCN(C/C=C/c2ccccc2)CC1 (stereo unspecified)

Compound	25	26	27	28	29	30	31	32
PKA-R1A act	2	0	2	2	14	4	4	10
DAGLB inh	12	-2	1	-5	2	-2	-4	1
PKA-R2B act	0	2	-4	3	-7	-9	-6	-14
MOR-DOR ag	-1.6	-0.3	1.6	0.3	11	-1.6	-0.9	0.2
DSG3 Ab inh	103	107	101	105	92	106	93	112
V-ATPase pH	-2	-1	5	-3	0	-1	3	0
HTR5A inv ag	9	13	-8	-9	-18	-3	10	1
Arr AP2 block	28	11	-10	4	18	-1	9	1
HTR5A ag ctr	-3	-3	-1	4	5	1	3	2
MOR-DOR inv ag	6	2	-9	-2	-62	8	5	-1

33) O=C(NCCC(=O)N1CCN(c2ccccn2)CC1)c1ccc(Br)cc1
34) CCOc1ccc(CN2CCCC(CO)(Cc3ccc(F)cc3)C2)cc1 (stereo unspecified)
35) CCCCCNC(=O)CN(c1ccc2c(c1)OCO2)S(C)(=O)=O
36) Nc1nc(Nc2cccc(F)c2)nc(NCCO)c1[N+](=O)[O-]
37) CCn1c(SCc2ccccc2F)nnc1-c1ccncc1
38) COc1cccc(C(=O)Nc2ccccc2NC(=O)c2cccc(OC)c2)c1
39) Cc1c(C(=O)N/N=C/c2ccc(O)cc2)sc(=S)n1C
40) Cc1ccc(NC(=O)Nc2ccccc2)c(Br)c1

Compound	33	34	35	36	37	38	39	40
PKA-R1A act	5	1	2	3	-7	-7	4	3
DAGLB inh	2	-4	0	0	-1	-3	1	-5
PKA-R2B act	-3	2	-5	0	5	-4	-1	4
MOR-DOR ag	-1.2	6.0	-1.6	-4.3	-2.1	0.2	-0.5	7.6
DSG3 Ab inh	104	104	99	110	93	105	96	113
V-ATPase pH	-1	3	4	2	0	0	1	-2
HTR5A inv ag	-3	1	6	-5	5	5	11	-3
Arr AP2 block	5	9	11	-2	14	3	-9	2
HTR5A ag ctr	1	2	-2	1	-1	-1	-4	1
MOR-DOR inv ag	6	-30	9	22	12	-1	3	-40

41) NC(=O)CC(NC(=O)Cc1ccc(Br)cc1)c1ccc(N2CCC(N3CCCCC3)CC2)c([N+](=O)[O-])c1 (stereo unspecified)
42) CC(=O)N1N=C(c2cccs2)CC1c1cccs1 (stereo unspecified)
43) O=C(CSc1ccc([N+](=O)[O-])cn1)Nc1ccc2[nH]c(=O)[nH]c2c1
44) Cc1ccc(Nc2nc(COC(=O)C3CC3)cs2)cc1
45) COc1ccc(-c2csc(NC(=O)CCN3C(=O)C4CC=CCC4C3=O)n2)cc1OC (stereo unspecified)
46) Cc1ccc(NC(C#N)c2ccccc2OCc2ccccc2)cc1 (stereo unspecified)
47) Cc1cc(C)cc(NC(=O)c2ccc(CSc3nnnn3C)cc2)c1
48) COC(=O)CSc1cc([N+](=O)[O-])cc2c1c(C1OCCO1)nn2-c1ccccc1

Compound	41	42	43	44	45	46	47	48
PKA-R1A act	-5	8	-2	5	-4	12	-1	-4
DAGLB inh	3	-1	-1	-6	-4	-2	1	1
PKA-R2B act	-8	10	7	6	3	0	-6	-6
MOR-DOR ag	-1.4	-2.6	2.3	5.5	-0.9	0.6	0.3	0.2
DSG3 Ab inh	98	104	nt	103	116	107	102	nt
V-ATPase pH	9	-2	-4	2	1	-2	2	-2
HTR5A inv ag	-38	6	-3	-13	5	21	-17	-6
Arr AP2 block	-5	5	26	22	-2	-2	7	-8
HTR5A ag ctr	2	-2	1	5	-2	-9	-4	4
MOR-DOR inv ag	7	14	-17	-26	5	-3	-2	-1

49) Cc1nn(Cc2ccccc2)c2c1C(c1ccncc1)C(C#N)=C(N)O2 (stereo unspecified)
50) COc1ccc(OC)c(NC(=S)N2CCN(C/C=C/c3ccccc3)CC2)c1
51) CC(=O)c1ccc(OCCCC(=O)Nc2cc(S(=O)(=O)N3CCCCC3)ccc2C)cc1
52) O=c1cnnc(Nc2ccccc2)[nH]1

Compound	49	50	51	52
PKA-R1A act	-6	0	-5	-5
DAGLB inh	-4	0	-2	0
PKA-R2B act	1	-5	-3	3
MOR-DOR ag	-2.0	-1.0	0.5	-0.9
DSG3 Ab inh	112	nt	103	98
V-ATPase pH	-2	-1	1	-1
HTR5A inv ag	-8	-1	6	-6
Arr AP2 block	-8	-4	-7	10
HTR5A ag ctr	3	5	-2	2
MOR-DOR inv ag	10	6	-3	5

Some entries already given, limited to Arr AP2 block and DAGLB inh:
no. | Molecule | Arr AP2 block | DAGLB inh
28 | COc1ccc(N(C(=O)Nc2ccc(Cl)cc2)C2=NCCC2)cc1 | 4 | -5
29 | CCCCN(CC)CCNC(=O)c1cc2c(-c3ccc(Cl)cc3)nn(C)c2s1 | 18 | 2
30 | O=C1C2CC(O)CN2C(=O)N1c1ccccc1 (stereo unspecified) | -1 | -2
31 | CCNC(=O)NC(=O)C(C)OC(=O)c1oc2ccc(OCC)cc2c1C (stereo unspecified) | 9 | -4
